D2 potentiator = positive allosteric modulators of human D2 dopamine receptor; 340,000 compounds, 0.34% hits; P14416; HEK293 T-REx D2, calcium flux, EC20 dopamine potentiation; potentiation, % at 10 µM; AID 485347;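 active = potentiation over 3 SD above the plate norm, cut at about 30% in these data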; also: 0% is about no effect
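Using a no-wash calcium dye in inducible, force-coupled HEK293 Trex cells expressing D2, we tracked fluorescence each second for 180 s after compound, then for 180 s after EC20 dopamine to detect augmented signalling.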
D2 agonist = D2 dopamine receptor (human) agonism. activation, % at 2 µM. 340,000 compounds, 0.53% hits. P14416. HEK293 T-REx D2 cells, calcium flux agonist mode;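 active = activation over 3 SD above normal in the single-dose calcium agonist read, cut at about 30% in these data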; also: 0% is about no effect
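Agonism is scored from calcium flux in a force-coupled, inducible HEK293 cell line expressing D2, read kinetically for 180 s after compound addition against dopamine controls.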
D1 agonist = agonists of human D1 dopamine receptor | P21728 | HEK293 T-REx D1 cells, calcium flux, agonist mode | activation, % at 2 µM | 360,000 compounds, 1% hits; also: 0% is about no effect
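Agonism was scored from calcium flux recorded over 180 s (1 read/s) after pintool compound addition, following a 10-cycle baseline. Cells were inducible force-coupled HEK293 TREx D1, plated overnight at 30 C and loaded with no-wash calcium dye.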
RXFP1 antagonist = blocks the human relaxin receptor RXFP1; Q9HBX9; activity change, negative = inhibition, % at 57.5 µM; HEK293-RXFP1, relaxin-stimulated cAMP HTRF, 30 min; active compounds read low; 350,000 compounds, 0.59% hits;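 active = activity change of -60% or lower, but not beyond a set lower limit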; also: % is scaled to controls: 0 for no effect and ±100 for the full control effect
Target sequence (Q9HBX9 whole entry, looked up): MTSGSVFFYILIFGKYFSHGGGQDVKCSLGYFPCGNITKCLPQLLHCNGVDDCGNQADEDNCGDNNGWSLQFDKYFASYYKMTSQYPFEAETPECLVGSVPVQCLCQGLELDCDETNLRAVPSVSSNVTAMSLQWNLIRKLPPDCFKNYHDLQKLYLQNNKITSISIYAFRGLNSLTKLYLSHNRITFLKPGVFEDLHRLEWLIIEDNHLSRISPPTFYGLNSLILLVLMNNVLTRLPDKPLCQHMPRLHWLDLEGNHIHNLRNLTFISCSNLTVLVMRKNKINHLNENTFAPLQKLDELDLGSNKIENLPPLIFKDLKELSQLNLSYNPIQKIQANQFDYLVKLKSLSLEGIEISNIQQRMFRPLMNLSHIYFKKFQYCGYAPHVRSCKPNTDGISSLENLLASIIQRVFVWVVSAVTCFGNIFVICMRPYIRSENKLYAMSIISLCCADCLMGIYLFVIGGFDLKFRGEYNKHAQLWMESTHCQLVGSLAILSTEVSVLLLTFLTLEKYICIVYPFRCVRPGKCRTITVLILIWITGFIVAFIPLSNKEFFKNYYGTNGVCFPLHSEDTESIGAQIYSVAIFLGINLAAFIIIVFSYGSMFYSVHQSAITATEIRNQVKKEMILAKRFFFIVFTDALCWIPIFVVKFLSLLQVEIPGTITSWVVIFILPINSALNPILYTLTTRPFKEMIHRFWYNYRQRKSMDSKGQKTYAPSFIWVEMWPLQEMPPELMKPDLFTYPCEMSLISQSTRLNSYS
TRHR agonist = activates the human TRH receptor; P34981; TRHR cells, calcium flux fluo-8, FDSS agonist mode; activation, % at 2 µM; 360,000 compounds, 0.18% hits; also: 0% is about no effect
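TRHR-expressing cells, plated overnight in medium with 10% serum, were loaded with fluo-8 calcium dye at room temperature. After a 10 s baseline, library compound was pin-added and calcium release was recorded kinetically (ex 480/em 530) as agonist response.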
D1 antagonist = antagonists of human D1 dopamine receptor | P21728 | HEK293 TREx D1 cells, calcium flux, dopamine EC80; active compounds read low | activity change, negative = inhibition, % at 10 µM | 360,000 compounds, 3.2% hits | AID 504652; in the data active = activity change below about -30%; also: % is scaled to controls: 0 for no effect and ±100 for the full control effect
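Cells carrying a force-coupled, tetracycline-inducible human D1 receptor report calcium flux. Each well gets a 10 s baseline, compound with 180 s monitoring, then an EC80 dopamine stimulus with a second 180 s kinetic read.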
D2 antagonist = D2 dopamine receptor (human) antagonism; P14416; HEK293 TREx D2 cells, calcium flux, dopamine EC80; inhibition, % at 10 µM; 340,000 compounds, 2% hits; AID 485344; in the data active = inhibition above about 30%; also: 0% is about no effect
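Tetracycline-induced HEK293 T-REx cells expressing D2 force-coupled to calcium signalling were dye-loaded, exposed to compound for 180 s, then challenged with an EC80 of dopamine; calcium flux was followed kinetically for a further 180 s.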
D1 PAM = human D1 dopamine receptor positive modulation; potentiation, % at 10 µM; HEK293 TREx D1 cells, calcium flux, dopamine EC20 potentiation; AID 504651; 360,000 compounds, 0.036% hits; in the data active = potentiation above about 30%; also: 0% is about no effect
TRHR enhancer = TRH receptor (human) allosteric enhancement; enhancement, % at 2 µM; P34981; AID 493056; 360,000 compounds, 0.66% hits; TRHR cells, fluo-8 calcium fluorescence, EC20 TRH enhancement; in the data active = enhancement above about 30%; also: 0% is about no effect
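Enhancer read-out: after compound pinning and an initial kinetic agonist-mode read, an EC20 of TRH (10 nM final) was injected and fluo-8 calcium signal (Ex 480/Em 530) followed at 1 s/cycle for 100 cycles in TRHR-expressing cells.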
Active calls of the source: *; nt = no result given. Rule as the data show it, unless noted: active = activation above about 30%; inactive = the rest.

Preview:
SMILES	D2 potentiator	D2 agonist	D1 agonist	RXFP1 antagonist	TRHR agonist	D1 antagonist	D2 antagonist	D1 PAM	TRHR enhancer
Cc1nn(-c2cc(N3CCNCC3)ccc2[N+](=O)[O-])c(=O)c2ccccc12	2	0.2	9	-6	-0.6	32	-8	-11	13
CCNC(=S)N1CCc2cc(OC)c(OC)cc2C1COc1ccc(OC)cc1 (stereo not drawn)	16	-0.5	10	9	0.3	-20	-8	-7	13
CC(=O)/C(N=Nc1cc2c(c([N+](=O)[O-])c1C)C(C)(C)CC2(C)C)=C(\C)O	-2	0.3	1	2	0.5	7	7	2	8
Cc1nn(-c2ccccc2)c(C)c1[N+](=O)[O-]	-7	-0.3	2	14	-1.2	3	0	-2	2
Cc1cccc(C(=O)N/C(=C\c2ccc(C)o2)C(=O)O)c1	-3	1.0	2	3	0.2	2	5	-5	-2
CC1(C)CC(=O)C(C=NCCN2CCN(CCCCS(=O)(=O)O)CC2)=C(O)C1	-5	0.3	1	-1	0.3	3	-11	2	-2
CC1CCCCC1NC(=O)C(=O)NCC1CCCO1 (stereo not drawn)	4	0.4	1	1	0.1	8	13	22	5
CSc1cccc(-n2c(C)cc(C(N)=O)c2C)c1	15	-1.7	1	5	-1.4	-14	-3	-6	-11
O=C(Nc1ccc(O)cc1C(=O)O)c1cccs1	25	0.0	1	7	-0.1	8	35*	1	5

Results, repeating the preview:
SMILES	D2 potentiator	D2 agonist	D1 agonist	RXFP1 antagonist	TRHR agonist	D1 antagonist	D2 antagonist	D1 PAM	TRHR enhancer
Cc1nn(-c2cc(N3CCNCC3)ccc2[N+](=O)[O-])c(=O)c2ccccc12	2	0.2	9	-6	-0.6	32	-8	-11	13
CCNC(=S)N1CCc2cc(OC)c(OC)cc2C1COc1ccc(OC)cc1 (stereo not drawn)	16	-0.5	10	9	0.3	-20	-8	-7	13
CC(=O)/C(N=Nc1cc2c(c([N+](=O)[O-])c1C)C(C)(C)CC2(C)C)=C(\C)O	-2	0.3	1	2	0.5	7	7	2	8
Cc1nn(-c2ccccc2)c(C)c1[N+](=O)[O-]	-7	-0.3	2	14	-1.2	3	0	-2	2
Cc1cccc(C(=O)N/C(=C\c2ccc(C)o2)C(=O)O)c1	-3	1.0	2	3	0.2	2	5	-5	-2
CC1(C)CC(=O)C(C=NCCN2CCN(CCCCS(=O)(=O)O)CC2)=C(O)C1	-5	0.3	1	-1	0.3	3	-11	2	-2
CC1CCCCC1NC(=O)C(=O)NCC1CCCO1 (stereo not drawn)	4	0.4	1	1	0.1	8	13	22	5
CSc1cccc(-n2c(C)cc(C(N)=O)c2C)c1	15	-1.7	1	5	-1.4	-14	-3	-6	-11
O=C(Nc1ccc(O)cc1C(=O)O)c1cccs1	25	0.0	1	7	-0.1	8	35*	1	5
Cc1cccc(-c2nc3ccccc3c(=O)n2NC(=O)/C=C/c2ccc([N+](=O)[O-])cc2)c1	21	15	5	7	-1.1	-3	-8	5	7
COc1ccc(S(=O)(=O)N(C)CC(=O)NCc2ccccc2)cc1OC	nt	nt	3	-6	-0.1	5	nt	-9	0
C=CCSc1nnc(Cn2c(=O)sc3ccccc32)n1C	6	-0.1	1	-13	-0.4	-1	9	1	-10
COc1ccc(-c2cnnn2-c2ccc(NC(=O)c3ccc(S(=O)(=O)N(C)C)cc3)cc2)cc1	6	0.3	1	-13	0.3	8	nt	2	-4
Cn1c(=O)oc2cc(S(=O)(=O)N3CCN(Cc4ccc5c(c4)OCO5)CC3)ccc21	nt	nt	-2	2	0.4	-12	nt	-1	-1
COc1ccc(CNCCC(c2ccc(C)cc2)c2ccco2)cc1 (stereo not drawn)	-33	-0.4	92*	-29	3.5	-7	nt	-2	5
C=CCN(CC(=O)NCC1CCCO1)C(=O)CCC(=O)Nc1cc(C)on1 (stereo not drawn)	1	0.2	4	2	0.5	-11	-5	15	-1
S=C(Nc1cccnc1)N1CCc2ccccc21	-10	0.3	1	10	-0.1	-5	15	3	-2
O=C(N/N=C\c1ccc(CN(Cc2ccc(Cl)cc2)S(=O)(=O)c2ccccc2)o1)C(=O)Nc1ccc(F)cc1	-1	0.7	1	0	0.3	-15	11	2	-8
COc1ccccc1C(=O)Nc1ccccc1C(=O)OCc1cc(=O)n2c(C)csc2n1	-5	-1.3	4	-16	0.8	-3	nt	0	-3
CN(C)CCNCCCOc1ccccc1-c1ccccc1	-25	-0.1	6	nt	0.0	-14	13	-3	1
COc1ccc(Cl)cc1NC(=O)CCN1CCOCC1	-3	0.7	0	-16	0.0	14	-4	3	-1
CCOc1ccc(NC(=O)CN(C)C(=O)CCc2ccccc2Cl)cc1OCC	-4	-0.4	3	-11	-1.8	-22	-17	-13	13
COc1ccc([N+](=O)[O-])cc1N(CC(=O)Nc1ccccc1C(=O)N1CCOCC1)S(C)(=O)=O	18	1.1	2	11	0.2	9	11	-5	1
CN(C)c1ccc(CNc2ccc3c(c2)ncn3C)cc1	-2	-0.7	3	11	-0.5	-2	25	-2	-3
O=C(Nc1cccc(C(F)(F)F)c1)c1cccnc1NCCc1ccccc1	-4	2.2	12	-7	1.6	-23	-18	-7	7
CCOc1ccc(NC(=O)c2c(Nc3ccccc3C)sc(C(=O)c3ccc(Cl)cc3)c2N)cc1	5	1.7	10	-11	0.0	26	nt	4	2
O/N=C1/C2C3CC4C5C3C1C5C1(OCCO1)C42 (stereo not drawn)	6	-1.9	3	-10	-0.5	7	10	-6	7
COCn1c(-c2cccc(Br)c2)nc2ccccc21	2	4.0	1	4	-1.6	1	13	4	1
CCOC(=O)c1[nH]c2ccc(OC)cc2c1NC(=S)N1CCN(C(=O)OCC)CC1	17	-1.8	2	5	-1.5	29	-1	-4	-15
CC(=O)Oc1ccc2cc(-c3nc4ccccc4n3C)c(=O)oc2c1	1	0.2	5	4	4.1	2	-9	-3	-3
O=c1oc(-c2ccccc2NS(=O)(=O)c2ccc(F)cc2)nc2ccccc12	-16	0.0	5	-21	-0.5	10	-15	1	6
COC(=O)c1cc(OC)nc2ccc(Br)cc12	-5	0.0	3	4	-0.6	3	4	-2	-5
CCC(CC)c1nnc(NC(=O)c2ccc([N+](=O)[O-])cc2)s1	-17	-0.6	2	nt	-0.2	-3	7	-2	-4
COC(=O)c1ccccc1C(=O)N1CCOCCN(C(=O)c2ccccc2C(=O)OC)CCOCC1	-6	0.1	0	nt	0.3	3	2	-5	-3
O=C(NCCCN1CCCC1=O)C(=O)Nc1cccc(F)c1	-4	-1.0	7	13	0.0	-44*	11	-6	6
O=C(Nc1cccc(S(=O)(=O)N2CCCC2)c1)c1cccc(S(=O)(=O)N2CCOCC2)c1	-4	1.3	1	-18	29	-1	6	-2	-5
O=C(CCc1nc2ccccc2c(=O)[nH]1)Nc1cc(Cl)ccc1N1CCCCC1	-6	0.0	2	-11	0.0	14	43*	-1	-3
Cc1cc(NC(=O)c2ccc(F)cc2)n(C)n1	12	-0.6	1	7	0.9	19	-14	-3	12
CSc1ccc(/C=N/Nc2nc(C)cc(=O)[nH]2)cc1	6	0.2	4	-12	0.2	-30*	6	-11	-5
CCn1nc(C)c(CNC(=O)c2cc(COc3ccc(F)cc3Cl)on2)c1C	3	0.2	9	5	-0.4	-9	-31	-13	-3
Cc1cc(=O)cc(C)[nH]1	0	0.3	3	17	0.5	3	-3	-8	3
Cc1cc(C)c2c(=O)[nH]c(=O)n(Cc3ccccc3)c2n1	11	0.2	3	nt	-0.5	1	2	2	-3
CC(C)NC(=O)COc1coc(CN2CCN(C(=O)c3ccco3)CC2)cc1=O	7	-0.1	4	-13	0.3	2	50*	-1	-4
COc1cc(OC)c(N(C)C(=O)c2sc3nc4n(c(=O)c3c2C)CCCCC4)cc1Cl	-11	0.7	6	-9	0.0	9	nt	1	-5
O=C(Nc1ccccn1)C1(c2ccccc2)CCCC1	1	1.4	1	-17	0.2	-27	-10	-1	-2
O=C(Nc1ccc(S(=O)(=O)Nc2nccs2)cc1)c1ccc(N2C(=O)c3ccccc3C2=O)cc1	19	1.6	4	-21	0.5	1	-3	-7	2
COc1cc(CNCCC2CCOC(C)(C)C2)ccc1O (stereo not drawn)	1	0.7	3	-4	0.6	20	-7	-2	6
COc1ccc(OCC(=O)Nc2cc(S(=O)(=O)N3CCCC3)ccc2Cl)cc1	9	0.0	10	2	0.6	13	6	-4	10
CC1=C(C(=O)Nc2cc(C)ccc2C)C(c2cccs2)NC(=S)N1 (stereo not drawn)	8	0.5	0	-8	-0.9	-6	-14	1	-1
Cc1cccc(CC(=O)Nc2c3c(nn2-c2cccc(Cl)c2)CS(=O)C3)c1 (stereo not drawn)	-1	0.5	-2	-2	0.1	-1	-19	-1	-11
O=S(=O)(/N=C(/Nc1cccc2ccccc12)c1ccccc1)c1ccccc1	10	-0.6	-4	-12	-0.3	5	9	7	3
O=c1[nH]c(CN2CCN(S(=O)(=O)c3ccc4c(c3)OCCO4)CC2)nc2sc3c(c12)CCCC3	2	0.1	3	-7	0.1	11	5	9	8
COc1cccc(CNS(=O)(=O)c2cc3c4c(c2)CCN4C(=O)CC3)c1	3	-0.1	3	-8	-0.1	10	-14	-5	9
O=C(N/N=C/c1cccs1)c1ccc2ncccc2c1	4	-0.1	2	15	0.3	-3	-1	0	8
CCOC(=O)C1CCN(C(=O)C23CC4CC(CC(C4)C2)C3)CC1	-8	0.0	2	1	-0.2	-9	10	-2	-3
CCOC(=O)NN=C1CN(S(=O)(=O)c2ccc(C)cc2)C1	2	-0.3	0	0	-0.2	0	-34	-7	8
C=C(C)C1Cc2nc(N)nc(C)c2C1 (stereo not drawn)	-3	0.4	2	-10	0.6	1	-2	0	2
COc1ccc(-c2noc(CCC(=O)NCCCN3CCC(Cc4ccccc4)CC3)n2)cc1	nt	nt	56*	-14	2.8	-54*	nt	-10	8
COc1ccc(NS(=O)(=O)c2ccc(F)c(F)c2F)cc1S(=O)(=O)N1CCOCC1	8	-0.1	0	-2	0.1	-3	0	-4	-4
CCC/C=N/NC(=O)c1[nH]c2c([N+](=O)[O-])cccc2c1C	-11	0.5	2	3	0.8	4	10	-5	-9

(more compounds)
SMILES	D2 potentiator	D2 agonist	D1 agonist	RXFP1 antagonist	TRHR agonist	D1 antagonist	D2 antagonist	D1 PAM	TRHR enhancer
CN(C)CCCN1C(=O)C(O)=C(C(=O)c2cc3ccccc3o2)C1c1ccccc1 (stereo not drawn)	7	-0.9	4	6	-0.1	-16	-3	-1	3
CCn1cc(CNC(=O)C2CCC(=O)N(Cc3ccc(Cl)cc3)C2)cn1 (stereo not drawn)	7	1.5	2	24	-2.1	-26	-8	2	-2
Cc1ccc(CCNC(=O)CCn2nc(-c3ccc(Cl)cc3)ccc2=O)cc1	-6	0.2	-1	nt	-1.0	-17	nt	0	3
O=C(CCl)NN1C(=O)NC2(CCCCC2)C1=O	-2	0.0	11	5	0.8	15	6	-3	2
O=C(CCCc1ccccc1)NCCC1=CCCCC1	nt	nt	0	-6	-1.6	-10	nt	-4	0
O=C(O)C1CCCN(S(=O)(=O)c2cccc3cccnc23)C1 (stereo not drawn)	5	1.4	-1	nt	0.8	-4	-23	1	5

High-throughput results: PubChem, National Center for Advancing Translational Sciences (NCATS)
